From PubChem BioAssay
SUMO Mot1 rescue: blocks SUMOylation pathway, rescuing yeast Mot1-301 growth; growth rescue, % at 18.8 µM; AID 2716; S. cerevisiae Mot1-301 growth rescue, ATP luminescence, 38.5C; percent above DMSO median, 100 means doubled; hit rate 1% among 320,000;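 active means every valid replicate shows activation above 250% relative to neutral control wells; inactive means the rest, any valid replicate at or below 250%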;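 further: OY570 slx delta 5 strain wells were the positive control but not used for scaling; some compounds called inactive have numbers as strong as hits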
Active calls of the source: *. An excerpt; count on the stated rates, not on these rows.

structure,SUMO Mot1 rescue
CN1CCN(S(=O)(=O)c2ccc(N(C)CC(=O)Nc3ccc(F)cc3)nc2)CC1,3
COc1ccccc1C(C)NS(=O)(=O)c1cccs1 (stereo not drawn),-11
Cc1ccc(CNC(=O)c2sc3ccc(S(=O)(=O)N4CCCCC4)cc3c2N)cc1,0
Cc1c(Cc2ccc3c(c2)OCO3)sc(NC(=O)c2ccc3ccccc3c2)c1C(N)=O,-20
CCc1ccc(-n2c(SCC(=O)Nc3ccc(C(=O)O)cc3)nnc2-c2ccncc2)cc1,-9
Cc1ccc(C2c3c(C)nn(-c4ccc([N+](=O)[O-])cc4)c3N=C3C(=O)Nc4ccccc4N32)cc1 (stereo not drawn),-7
CC1C/C(=C/c2ccco2)C(=O)/C(=C/c2ccco2)C1 (stereo not drawn),-9
Cc1ccc(NC(=O)c2cc3c(=O)oc4ccc(C)cc4c3s2)nc1,18
O=C(O)c1ccc2c3n(nc2c1)-c1ccc(Cl)cc1CO3,22
CC(=O)c1ccc(O[C@@H]2O[C@H](CO)[C@@H](O)[C@H](O)[C@H]2O)cc1,-6
Cc1nn2c(=O)nc3sc4c(c3c2[nH]c1=O)CCCC4,2
CCOC(=O)C1=C(C)NC(=O)C1CC(=O)Nc1ccccc1 (stereo not drawn),-6
C[C@@H]1C[C@@H]2OC(=O)[C@]3(C)[C@H]2[C@@H](OC3(C)O)[C@]2(C)C(=O)CC[C@H]12 (stereo partly drawn),13
COc1ccccc1NC(=O)Nc1nnc(-c2ccco2)s1,11
CC1(C2(O)CC(c3ccccc3)ON2)CCCCC1 (stereo not drawn),-18
COc1ccc(C)cc1NC(=O)CCC(=O)Nc1ccc2nc(N3CCN(C)CC3)cc(C)c2c1,94
COc1c(Br)cc2c(C)c(C(=O)N3CCOCC3)oc2c1Br,-5
c1ccc(COCCC2CO2)cc1 (stereo not drawn),9
CCC/C=C(\CCC)C(NC(=O)c1ccc(C(F)(F)F)cc1)c1ccccc1 (stereo not drawn),-11
COC(=O)C1(C)Cc2cc(OC(C)=O)c(OC(C)=O)cc2N1 (stereo not drawn),1
C#CCOCCOCCOCCNc1nc(N2CCN(C(=O)[C@H](CCCCN)n3cc([C@@H](N)C(C)CC)nn3)CC2)nc(N2CCN(C(=O)[C@H](CCCCN)n3cc([C@@H](N)CO)nn3)CC2)n1 (stereo partly drawn),-9
CSCCC1NC(=O)NC1=O (stereo not drawn),4
CSCCNC(C)=O,15
O=C([O-])c1cc(-c2ccccc2)cc(-c2ccccc2)[n+]1Cc1ccccc1,-8
Cc1ccc2nc3c(cc(C(=O)NC4CCCC4)c(=N)n3CCCn3ccnc3)c(=O)n2c1,-15
N#Cc1c(-c2ccco2)nc(SCC(=O)Nc2ccc(S(N)(=O)=O)cc2)[nH]c1=O,-12
O=c1oc2c(Cl)cc(Cl)cc2cc1-c1nnc(Nc2ccccc2F)s1,-19
CC(c1ccco1)N(C(=O)c1ccc(Cl)s1)c1ccccn1 (stereo not drawn),-8
Clc1cccc(CN2COc3c(cc(Cl)c4cccnc34)C2)c1,87
Cc1cc(C(=O)COC(=O)CCc2nc3ccccc3c(=O)[nH]2)c(C)n1CC1CCCO1 (stereo not drawn),9
NC(=O)c1c(-c2cccs2)csc1N,1
O=C(CNc1n[nH]c(=O)[nH]c1=O)N/N=C/c1ccccc1,9
COC(=O)CCCC1=CC2=CC(=O)C(C)(OC(=O)c3ccc(Cl)nc3)C(=O)C2=CO1 (stereo not drawn),6
Cn1c(N)c(C(=O)COC(=O)c2cc(C(F)(F)F)nc3ccccc23)c(=O)n(Cc2ccccc2)c1=O,-4
Cc1cc(C(=O)N/N=C/c2cc(Br)ccc2OC(=O)c2ccc(Br)cc2)n[nH]1,4
Cc1cc(=O)n2c3c(sc2n1)C(=O)N(Cc1ccccc1)C3=O,-4
CCCCC1=CC2=CC(=O)C(C)(OC(=O)c3ccc(Cl)nc3)C(=O)C2=CO1 (stereo not drawn),28
COc1ccc(-n2c(=O)c3c4c(sc3n(Cc3cccc(F)c3)c2=O)CN(C(C)=O)CC4)c(OC)c1,-11
CN(c1ccccc1)c1ccc(/C=c2\s/c(=C(/C#N)C(=O)C(C)(C)C)n(Cc3ccco3)c2=O)cc1,-13
Cc1csc2ncc(C(=O)NCc3ccc4c(c3)OCO4)c(=O)n12,-19
COc1ccc(-c2csc(NC(=O)/C(N=Nc3ccccc3)=C(\C)O)n2)cc1,-1
C#CCOCCOCCOCCNc1nc(N2CCN(C(=O)CCCCCCCCCCNC(=O)[C@H]([C@@H](C)CC)n3cc(CCCCCN)nn3)CC2)nc(N2CCN(C(=O)CCCCCCCCCCNC(=O)[C@@H]([C@H](C)CC)n3cc(CCCCCN)nn3)CC2)n1,-5
COC(=O)[C@H](Cc1ccccc1)NC(=O)O[C@@H]1C(=O)c2cc(Br)ccc2O[C@H]1c1cccc(OC)c1,-4
C=C1C(=O)O[C@@H]2C[C@@H](C)[C@@H]3C=CC(=O)[C@@]3(C)[C@@H](OC(C)=O)[C@H]12,-9
COC(=O)C1=C(C(=O)OC)[C@@H]2N(C)c3ccc(OC)cc3[C@@]23C[C@@H](C(=O)OC)N(C(=O)C2CCC2)C3=N1,8
Cc1cc(NC(=O)CCC(=O)N(c2cccnc2)C(C(=O)NC2CCCC2)c2ccccc2F)no1 (stereo not drawn),-7
CCC(=O)N1Cc2ccccc2-c2ccccc2C1=O,4
O=C(c1ccc(Cn2c(=S)[nH]c3cc4c(cc3c2=O)OCO4)cc1)N1CCN(c2ncccn2)CC1,12

Another view of part of the listing above.
SUMO Mot1 rescue,molecule
3,CN1CCN(S(=O)(=O)c2ccc(N(C)CC(=O)Nc3ccc(F)cc3)nc2)CC1
94,COc1ccc(C)cc1NC(=O)CCC(=O)Nc1ccc2nc(N3CCN(C)CC3)cc(C)c2c1
4,Cc1cc(C(=O)N/N=C/c2cc(Br)ccc2OC(=O)c2ccc(Br)cc2)n[nH]1
0,Cc1ccc(CNC(=O)c2sc3ccc(S(=O)(=O)N4CCCCC4)cc3c2N)cc1
-7,Cc1ccc(C2c3c(C)nn(-c4ccc([N+](=O)[O-])cc4)c3N=C3C(=O)Nc4ccccc4N32)cc1 (stereo not drawn)
-19,Cc1csc2ncc(C(=O)NCc3ccc4c(c3)OCO4)c(=O)n12
-11,COc1ccc(-n2c(=O)c3c4c(sc3n(Cc3cccc(F)c3)c2=O)CN(C(C)=O)CC4)c(OC)c1

Additional compounds follow:
structure,SUMO Mot1 rescue
O=C(Cc1nc2ccccc2s1)c1ccc(O)cc1O,11
COC/C=C/C1=CC2=CC(=O)C(C)(O)C(=O)C2=CO1 (stereo not drawn),322
O=C(c1cc2c(=O)n3ccccc3nc2s1)N1CCc2ccccc2C1,3
Cc1ccc(C2C(C#N)=C(N)SC(N)=C2C#N)o1,-19
Cc1sc(/C=C2\C(=O)ON=C2c2ccccc2)cc1Br,-11
O=[N+]([O-])c1ccc(-c2nnc(S)n2-c2ccccc2)cc1,-5
NC[C@@]12CCCC1C1CCC2C1 (stereo partly drawn),4
O=C1N[C@@H](Cc2cn(S(=O)(=O)c3c(F)c(F)c(F)c(F)c3F)c3ccccc23)C(=O)N[C@H]1Cc1ccccc1,-4
C#CCOCCOCCOCCNc1nc(N2CCN(C(=O)[C@H](CCCCN)n3cc(C(N)CO)nn3)CC2)nc(N2CCN(C(=O)[C@H](CCC(=O)O)n3cc(C(N)[C@H](C)CC)nn3)CC2)n1 (stereo partly drawn),-1
Cc1cccc(N/C(N)=N/c2nc(CSc3ccc(Cl)cc3)cc(=O)[nH]2)c1,0
CC[C@H]1OC(=O)C[C@@H](O)[C@H](C)[C@@H](O[C@@H]2O[C@H](C)C[C@H](N(C)C)[C@H]2O)[C@@H](CC=O)C[C@@H](C)C(=O)C=C[C@]2(C)O[C@H]2[C@@H]1C,13
CCNc1nc(NCC)nc(ON=C(C)C)n1,-4
COc1ccc(O[C@H]2C=C[C@@H](c3ccccc3)O[C@@H]2COC(=O)CC/C(C)=N/OC[C@@H](O)[C@H]2O[C@@H]3OC(C)(C)O[C@@H]3[C@H]2O)cc1,-9
CC(C)Cn1c(N)c(C(=O)COC(=O)c2cc(C(F)(F)F)nc3ccccc23)c(=O)n(C)c1=O,5
CC(C)OC(=O)CC(NC(=O)OC(C)(C)C)c1ccccc1 (stereo not drawn),-10
Cc1cnn(C(=S)NCc2ccc(Cl)cc2)c1,24
CCCCOC(=O)c1ccc(NC(=O)c2c(N)n(C)c(=O)[nH]c2=O)cc1,13
Cc1ccnn2cc3c(=O)n(C)c(=O)n(C)c3c12,241
C[C@@H](C(=O)Nc1ccc2ccccc2c1)[C@H]1C[C@]1(C)[C@H](NC(=O)c1cccnc1)c1ccccc1,-14
COc1ccc(NS(=O)(=O)c2ccc(N)cc2)nn1,-2
C#CCOCCOCCOCCNc1nc(N2CCN(C(=O)[C@H](Cc3ccc(O)cc3)n3cc(CCO)nn3)CC2)nc(N2CCN(C(=O)[C@H](Cc3ccc(O)cc3)n3cc(CCO)nn3)CC2)n1,-10
O=C1c2ccc(-c3nc4ccccc4o3)cc2C(=O)N1Cc1cccnc1,12
C/C=C\C=C\C(=O)Nc1cccc(C2=NOC3(C2)C[C@H](C(N)=O)N(C(=O)c2ccccc2C(=O)c2ccccc2)C3)c1 (stereo partly drawn),5
C#CCOCCOCCOCCNc1nc(N2CCN(C(=O)[C@H](CCC(=O)O)n3cc(C(N)Cc4ccc(O)cc4)nn3)CC2)nc(N2CCN(C(=O)[C@H](Cc3cc4ccccc4[nH]3)n3cc(C(N)CC(C)C)nn3)CC2)n1 (stereo partly drawn),40
C[C@H]1CC[C@H]2C(=O)N3[C@H](c4ccccc4Br)[C@@H](C)CC[C@H]3C(=O)N2[C@@H]1c1ccccc1Br,97
CCCCC1=CC2=CC(=O)C(C)(OC(=O)c3cnc4ccccc4n3)C(=O)C2=CO1 (stereo not drawn),-16
O=C(CC1CCC1)Nc1cccc2c([N+](=O)[O-])cccc12,95
CC(=O)SCC(Cc1ccccc1)C(=O)NCC(=O)OCc1ccccc1 (stereo not drawn),6
C[C@H]1[C@@H](OC(=O)CCC(=O)O)O[C@@H]2OC3(C)CC[C@H]4[C@H](C)CC[C@@H]1[C@@]24OO3,141
COC(=O)[C@@]1(Cc2ccc(OC)cc2)[C@@H]2C(=CC(=O)[C@H]2CC(=O)C(=O)N(C)C)CN1C(=O)c1ccccc1,9
C=CCOc1ccccc1/C=c1\sc2nc(-c3oc4ccccc4c3C)nn2c1=O,-1
COc1ccc(/C=C2\CCCC(C(=O)C(F)(F)F)=C2O)cc1OC,17
Cc1ccc2nc3n(c(=O)c2c1)-c1ccccc1C(=O)NC3Cc1ccccc1 (stereo not drawn),10
C/C(=N\Nc1ccc(F)cc1F)c1cccs1,184
COc1ccc2[nH]c3c(NCc4ccco4)ncnc3c2c1,-16
CCOc1ccc(C(=O)N(CN2CCCC2=O)c2ccc(C)cc2)cc1,-2
CCN(CC)C1CC(=O)N(c2cccc(C)c2)C1=O (stereo not drawn),285*
CCCc1nc2c(C)cc(-c3nc4ccccc4n3C)cc2n1Cc1ccc(-c2ccccc2C(=O)O)cc1,9
NNC(=O)c1ccc(NS(=O)(=O)c2ccc(Br)cc2)cc1,2
CCCCNC(=O)Oc1cc(CCl)on1,10
O=C(O)c1coc2ccccc12,4
CCN(c1ccccc1)S(=O)(=O)c1ccc(C(=O)N(CCN(C)C)c2nc3c(F)cc(F)cc3s2)cc1,16
N=C1/C(=C/c2cccn2-c2cccc([N+](=O)[O-])c2)C(=O)N=C2SC=CN12,-3
COc1ccnc(CS(=O)c2nc3cc(OC(F)F)ccc3[nH]2)c1OC (stereo not drawn),6
O=c1[nH]c(/C=C/c2ccc(Br)cc2)nc2c1cnn2-c1ccccc1,-7
O=C(Oc1ccc(OC(=O)N2CCCCC2)cc1)N1CCCCC1,-16
O=C(CCS(=O)NCc1ccccc1)NCc1ccccc1 (stereo not drawn),215
O=C(O)C1CCCNC1 (stereo not drawn),9
COc1ccc(OCc2cc(C(=O)O)c(C)o2)cc1,-3
CCOc1ccc(C2C(C(=O)C3CC3)N3C=C(C#N)C=CC3C2(C#N)C#N)cc1 (stereo not drawn),19
CC(C)(C)NCCCOc1ccc(Cl)cc1C(C)(C)C,5
COc1ccccc1-c1nnc(NC(=O)c2ccc(S(=O)(=O)N(C)Cc3ccccc3)cc2)o1,-10
O=C1c2cccc(O)c2C(=O)c2c(O)cccc21,-53
O=C1NCCCC2c3cc(O)c4ccccc4c3OC12N1CCCCC1 (stereo not drawn),-3
Cc1ccc2nc(N3CCCCC3)c(C=O)c(=O)n2c1,-11
O=c1cc(CO)oc(C(Nc2ccccn2)c2ccsc2)c1O (stereo not drawn),14
CCOc1ccc(NC(=O)c2oc3ccccc3c2NC(=O)CC)cc1,0
NS(=O)(=O)c1ccc(-c2ccc(/C=C3\C(=O)Nc4ccccc43)o2)cc1,7
Cc1cccc(-n2c3nc(=O)[nH]c(=O)c-3cc3c(C)nn(-c4ccccc4)c32)c1,-26
COc1cc(NS(=O)(=O)c2ccc(N)cc2)ncn1,4

Next compounds:
structure,SUMO Mot1 rescue
NCCCC[C@H](NC(=O)C1CCNCC1)c1nnc(CN)o1,-3
COc1ccc(-c2cc(C(F)F)n3ncc(C(=O)Nc4cnn(Cc5ccccc5)c4)c3n2)cc1,4
COc1ccc(CN2[C@@H](CC(=O)O)c3ccc(C(F)(F)F)cc3S2(=O)=O)cc1,15
CCN1CCN(C(=O)N[C@@H](C(=O)N[C@@H]2C(=O)N3[C@@H]2SC(C)(C)[C@@H]3C(=O)O)c2ccccc2)C(=O)C1=O,8
